Bioassay records as filed in PubChem.
PAX8 reporter = inhibitors of PAX8-driven TPO luciferase reporter, primary screen, RMG-I cells, single concentration | inhibition, % at 12.6 µM | SteadyGlo, 24 h | actives 1.2% (n = 360,000);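 active means mean replicate inhibition at least 60% with every replicate also reaching 60%; inconclusive means only one of the two criteria is met; inactive means mean below 60% and not all replicates reaching 60%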;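 further: luciferase light reporting Pax8 driven TPO promoter activity; plate controls were median of neutral control wells for no effect and mitoxantrone controls for full effect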
CASP6 VEID inh = human caspase-6 inhibitors, primary screen, biochemical, VEID-R110 fluorescence, single point, set 2; purified caspase-6, Z-VEID-R110 cleavage fluorescence; actives 0.53% (n = 350,000); inhibition, % at 12.5 µM;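 active means mean inhibition across replicates at least about 35%, with every replicate also reaching that limit, limit read from the data; inconclusive means only one of the two criteria met; inactive means neither criterion met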;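 further: 0% = median of neutral control wells and 100% = no fluorescence left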
Target sequence (P55212 24-179 limits assumed): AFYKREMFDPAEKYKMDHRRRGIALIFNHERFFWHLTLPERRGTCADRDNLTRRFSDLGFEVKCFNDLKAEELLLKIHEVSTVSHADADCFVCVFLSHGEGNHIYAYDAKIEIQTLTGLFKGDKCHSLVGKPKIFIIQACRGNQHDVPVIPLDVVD
Target sequence (P55212 194-293 limits assumed): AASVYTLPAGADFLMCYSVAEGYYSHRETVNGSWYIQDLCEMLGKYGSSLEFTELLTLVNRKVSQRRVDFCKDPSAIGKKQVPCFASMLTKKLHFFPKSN
EWS-Fli block = EWS/Fli-driven NR0B1 reporter inhibitors, primary screen, A673 cells, NR0B1 luciferase, luminescence, MLPCN library; viability-normalised; inhibition, % at 12.6 µM; actives 0.67% (n = 350,000); AID 651661, 2012;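 active means mean inhibition of at least 50% after viability correction, with every replicate also passing that limit; inconclusive means mean reaches 50% but only one of two replicates passes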;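 further: firefly luciferase signal divided by Alamar Blue viability fluorescence both relative to DMSO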
LGR2 inh = inhibitors of bursicon-induced LGR2 CRE-luciferase signal, primary screen, cell-based, HEK293, CRE-luciferase reporter, bursicon stimulation; Drosophila bursicon receptor LGR2 (rickets); bursicon-stimulated, 4 h; inhibition, % at 9.99 µM; actives 0.35% (n = 380,000);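 active means drop in luminescence signal, shown as inhibition above about 50% in the replicate tests, limit read from the data, passing the limit was not always enough; inconclusive means probably only some replicates passing the limit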;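 further: agonist challenge used bursicon conditioned medium at about half maximal strength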
ARNT TACC3 PPI = disruptors of ARNT/TACC3 protein interaction, primary screen, biochemical, AlphaScreen, single concentration | actives 0.66% (n = 390,000) | AlphaScreen His-ARNT PAS-B/GST-TACC3 binding, luminescence; TACC3 fragment carries E629A point mutation | inhibition, % at 9.99 µM;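 active means mean inhibition of replicates at least 50% and at least half of replicates each reaching 50%; inconclusive means half or more replicates reach 50% but mean below 50%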;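 further: 0% = complete ARNT plus TACC3 wells and 100% = ARNT alone without TACC3; many hits fall short of the cut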
SIRT5 inh = SIRT5 desuccinylase inhibitors, primary screen, biochemical, fluorescence imaging, single point, set 5 | Purified SirT5, succinyl-peptide AMC, trypsin-coupled fluorescence | NAD-dependent protein deacylase sirtuin-5, mitochondrial (Homo sapiens), Q9NXA8 | AID 652115, 2013 | inhibition, % at 15 µM | actives 1.1% (n = 330,000); in the data active means inhibition above about 15%; inconclusive means no clear call, values can overlap the other calls
Target sequence (Q9NXA8 whole entry, looked up): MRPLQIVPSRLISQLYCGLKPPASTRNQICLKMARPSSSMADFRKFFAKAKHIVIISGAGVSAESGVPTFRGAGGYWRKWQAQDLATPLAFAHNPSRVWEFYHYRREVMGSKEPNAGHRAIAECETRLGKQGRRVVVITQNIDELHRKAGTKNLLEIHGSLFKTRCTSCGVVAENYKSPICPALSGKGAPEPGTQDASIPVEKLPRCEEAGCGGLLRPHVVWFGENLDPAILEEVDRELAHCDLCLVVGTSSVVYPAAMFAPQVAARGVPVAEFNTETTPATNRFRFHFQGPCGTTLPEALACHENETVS
DENV2 CPE rescue = inhibitors of DENV2 cytopathic effect, primary screen, cell-based, plate reader, single concentration; DENV2-infected cells, cytopathic effect rescue; CPE inhibition, % at 9.99 µM; actives 1.7% (n = 350,000); in the data active means CPE inhibition above about 20%, passing the limit was not always enough; inconclusive means no clear call, values can overlap the other calls; tested in BHK-21 cells;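 further: 0% = median of neutral control wells and 100% = median of positive control wells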
* marks the source's active call; other numbers are inactive results.

COc1cc(OC)cc(C(=O)N[C@H](C(=O)Nc2ccc(S(=O)(=O)N(C)C)cc2)C(C)C)c1 was read as PAX8 reporter -17, CASP6 VEID inh -1, EWS-Fli block 16, LGR2 inh 1, ARNT TACC3 PPI -14, SIRT5 inh -3 and DENV2 CPE rescue 8.
COc1ccc(C#Cc2ccc3c(c2)[C@H]2[C@H](CCN2C(=O)NC(C)C)[C@H](CO)N3C)cc1 was read as PAX8 reporter -47, CASP6 VEID inh 1, EWS-Fli block -15, LGR2 inh 13, ARNT TACC3 PPI -1, SIRT5 inh 4 and DENV2 CPE rescue -3.
For COc1cccc(N2CC(C(=O)Nc3nnc(SCC(=O)N4CCOCC4)s3)CC2=O)c1 (stereo not given) the results were CASP6 VEID inh 6, EWS-Fli block 2, LGR2 inh 11, ARNT TACC3 PPI 3, SIRT5 inh -3 and DENV2 CPE rescue 11.
CCOC(=O)Cc1csc(NC(=O)CN2CCN(c3ccccc3)CC2)n1 was read as PAX8 reporter 6, CASP6 VEID inh -1, EWS-Fli block 3, LGR2 inh 7, ARNT TACC3 PPI 0 and DENV2 CPE rescue -1.
CN(CC(=O)Nc1c(Cl)cccc1Cl)C(=O)c1ccc(-n2cncn2)c([N+](=O)[O-])c1 was read as PAX8 reporter -13, CASP6 VEID inh -3, EWS-Fli block 0, LGR2 inh 7, SIRT5 inh -2 and DENV2 CPE rescue -5.
For COc1ccc2nc(SCC(=O)NC3(C#N)CCCCC3)[nH]c2c1 the results were PAX8 reporter 19, CASP6 VEID inh -1, EWS-Fli block -12, LGR2 inh -16, SIRT5 inh 0 and DENV2 CPE rescue 8.
`C[C@@H]1CN([C@H](C)CO)C(=O)c2cc(NC(=O)CCCN(C)C)ccc2O[C@@H](C)CCCCO[C@@H]1CN(C)C(=O)Nc1ccccc1` gave PAX8 reporter 0, CASP6 VEID inh 0, EWS-Fli block -3, LGR2 inh -1, ARNT TACC3 PPI 1, SIRT5 inh -5 and DENV2 CPE rescue inconclusive.
C[C@@H]1CN([C@@H](C)CO)C(=O)Cc2cc(NC(=O)CCC(F)(F)F)ccc2O[C@@H]1CN(C)C(=O)NC1CCCCC1 was read as PAX8 reporter -23, CASP6 VEID inh 1, EWS-Fli block 2, LGR2 inh 12, ARNT TACC3 PPI -6, SIRT5 inh -5 and DENV2 CPE rescue 19.
C/C=C(\C)C(=O)NCCN1C2=NC[C@@H](Cc3ccccc3)N2C[C@@H]1Cc1ccc(OC)cc1 was read as PAX8 reporter -5, CASP6 VEID inh -16, EWS-Fli block 16, LGR2 inh 1, ARNT TACC3 PPI 6 and DENV2 CPE rescue -8.
`Cc1nnc(SCCn2c(N3CCN(Cc4ccccc4)CC3)nc3c2c(=O)[nH]c(=O)n3C)s1` gave CASP6 VEID inh 1, LGR2 inh -6, ARNT TACC3 PPI -1 and SIRT5 inh -1.
`CCN1CCN(CCCNC(=O)c2ccc(/C=C3/Sc4ccccc4N(Cc4ccccc4F)C3=O)cc2)CC1` gave PAX8 reporter -28, CASP6 VEID inh -153, EWS-Fli block 10, LGR2 inh 21, ARNT TACC3 PPI 13, SIRT5 inh -2 and DENV2 CPE rescue 4.
COc1ccc(-c2cnc3c(c2)C(=O)N([C@@H](C)CO)C[C@H](C)[C@H](CN(C)C)O3)cc1 was read as CASP6 VEID inh -4, EWS-Fli block 7, LGR2 inh 6, ARNT TACC3 PPI 5, SIRT5 inh 7 and DENV2 CPE rescue 7.
CS(=O)(=O)N1CC2(C1)[C@@H](c1ccccc1)[C@@H](CO)N2Cc1ccccc1 was read as PAX8 reporter 11, CASP6 VEID inh 2, EWS-Fli block 5, LGR2 inh 16, SIRT5 inh 0 and DENV2 CPE rescue 28*.
Screening CC(NC(=O)c1c(N)[nH]c(C(=O)c2ccc(Cl)cc2)c1-c1ccc(Br)cc1)c1cccc2ccccc12 (stereo not given) returned PAX8 reporter -13, CASP6 VEID inh -1, EWS-Fli block 3, LGR2 inh -5, SIRT5 inh -2 and DENV2 CPE rescue 39*.
For CC(N=C1NS(=O)(=O)c2ccccc21)C(=O)OCC(=O)N(C)C1CCS(=O)(=O)C1 (stereo not given) the results were PAX8 reporter 11, CASP6 VEID inh 0, EWS-Fli block -6, LGR2 inh -18, ARNT TACC3 PPI 4, SIRT5 inh -2 and DENV2 CPE rescue 0.

The closing 3 compounds of the section above lead into the next.
CS(=O)(=O)N1CC2(C1)[C@@H](c1ccccc1)[C@@H](CO)N2Cc1ccccc1 was read as PAX8 reporter 11, CASP6 VEID inh 2, EWS-Fli block 5, LGR2 inh 16, SIRT5 inh 0 and DENV2 CPE rescue 28*.
Screening CC(NC(=O)c1c(N)[nH]c(C(=O)c2ccc(Cl)cc2)c1-c1ccc(Br)cc1)c1cccc2ccccc12 (stereo not given) returned PAX8 reporter -13, CASP6 VEID inh -1, EWS-Fli block 3, LGR2 inh -5, SIRT5 inh -2 and DENV2 CPE rescue 39*.
For CC(N=C1NS(=O)(=O)c2ccccc21)C(=O)OCC(=O)N(C)C1CCS(=O)(=O)C1 (stereo not given) the results were PAX8 reporter 11, CASP6 VEID inh 0, EWS-Fli block -6, LGR2 inh -18, ARNT TACC3 PPI 4, SIRT5 inh -2 and DENV2 CPE rescue 0.
For COc1cccc(NS(=O)(=O)c2ccc3c(c2)N(C(C)=O)CCO3)c1 the results were PAX8 reporter -5, CASP6 VEID inh 0, EWS-Fli block -27, LGR2 inh 2, SIRT5 inh -2 and DENV2 CPE rescue 8.
Screening NS(=O)(=O)c1cccc(NC(=O)COC(=O)C2(c3cccc(F)c3)CCCC2)c1 returned PAX8 reporter 15, LGR2 inh 9 and ARNT TACC3 PPI 0.
`CCC(=O)N1C[C@H]2[C@@H](c3ccccc31)[C@@H](CO)N2C(=O)Nc1ccccc1` gave PAX8 reporter -1, CASP6 VEID inh -1, EWS-Fli block 6, LGR2 inh 17, ARNT TACC3 PPI -9, SIRT5 inh 9 and DENV2 CPE rescue inconclusive.
Screening CCN(CC)c1ccc(-c2nnc(SCC(=O)N(CCOC)c3c(N)n(CC(C)C)c(=O)[nH]c3=O)o2)cc1 returned CASP6 VEID inh 1, EWS-Fli block -34, LGR2 inh -7, ARNT TACC3 PPI 1, SIRT5 inh 4 and DENV2 CPE rescue 7.
For COc1ccc(CN2CCN(C(=O)c3ccc(S(=O)(=O)N4CCCCCC4)cc3)CC2)cc1F the results were PAX8 reporter 31, CASP6 VEID inh -1, EWS-Fli block 37, LGR2 inh 1, ARNT TACC3 PPI 1, SIRT5 inh 2 and DENV2 CPE rescue -4.
COc1ccccc1CNC(=O)C1=C(C)C(=O)OC12CCC(C)CC2 (stereo not given) was read as PAX8 reporter -9, CASP6 VEID inh 0, EWS-Fli block 3, LGR2 inh 7, ARNT TACC3 PPI -2, SIRT5 inh -2 and DENV2 CPE rescue 11.
C[C@H]1CN([C@@H](C)CO)C(=O)c2cc(NC(=O)Cc3ccccc3)ccc2O[C@H]1CN(C)C(=O)Nc1ccc(F)cc1 was read as PAX8 reporter -2, CASP6 VEID inh 2, EWS-Fli block -1, LGR2 inh 0, ARNT TACC3 PPI 3, SIRT5 inh -3 and DENV2 CPE rescue 0.
`C[C@@H]1CCCCO[C@@H](CN(C)S(=O)(=O)c2ccc(F)cc2)[C@@H](C)CN([C@@H](C)CO)C(=O)c2cc(NC(=O)NC3CCCCC3)ccc2O1` gave PAX8 reporter -2, CASP6 VEID inh -2, EWS-Fli block -1, LGR2 inh 9, ARNT TACC3 PPI 4, SIRT5 inh 5 and DENV2 CPE rescue -9.
Screening CN1C[C@H]2[C@@H](c3ccccc31)[C@@H](CO)N2C(=O)C1CCOCC1 returned PAX8 reporter 5, CASP6 VEID inh 3, EWS-Fli block -10, LGR2 inh 7, ARNT TACC3 PPI 3, SIRT5 inh 2 and DENV2 CPE rescue 1.
For CO[C@@H]1CN(C)C(=O)c2cc(NS(C)(=O)=O)ccc2OC[C@@H](C)N(C(=O)C2CCCCC2)C[C@H]1C the results were PAX8 reporter -1, CASP6 VEID inh -1, EWS-Fli block -9, LGR2 inh -19, ARNT TACC3 PPI -4, SIRT5 inh -5 and DENV2 CPE rescue 2.
`COc1cc2nc(CN3CCN(S(=O)(=O)c4cc(C)ccc4C)CC3)[nH]c(=O)c2cc1OC` gave PAX8 reporter 8, CASP6 VEID inh -2, EWS-Fli block 15, LGR2 inh 11, ARNT TACC3 PPI 4 and DENV2 CPE rescue inconclusive.
C=CC[C@H](CC(=O)N[C@H](CO)Cc1ccccc1)C(=O)N[C@H](COC(=O)[C@H](CC=C)CC(=O)OC(C)(C)C)Cc1c[nH]c2ccccc12 was read as PAX8 reporter 17, CASP6 VEID inh -5, EWS-Fli block 2, LGR2 inh 1, ARNT TACC3 PPI -11, SIRT5 inh 2 and DENV2 CPE rescue -2.
`COc1ccc(C(=O)NCC(=O)c2ccccc2)cc1` gave PAX8 reporter -80, CASP6 VEID inh 4, EWS-Fli block -58, LGR2 inh -42, ARNT TACC3 PPI 0, SIRT5 inh 0 and DENV2 CPE rescue 3.
For O=C(Nc1ccc2c(c1)[C@@H]1C[C@H](CC(=O)N3CCc4ccccc4C3)O[C@H](CO)[C@@H]1O2)NC1CCCC1 the results were PAX8 reporter 19, CASP6 VEID inh 1, EWS-Fli block -4, LGR2 inh 0, ARNT TACC3 PPI -7, SIRT5 inh -3 and DENV2 CPE rescue -3.
`O=C(c1cccs1)N1CCN(S(=O)(=O)c2cccc(Cl)c2Cl)CC1` gave PAX8 reporter 10, CASP6 VEID inh 2, EWS-Fli block 1, LGR2 inh -5, ARNT TACC3 PPI -1, SIRT5 inh 3 and DENV2 CPE rescue -4.
Screening Cc1cc2oc(C(=O)N(Cc3ccccc3)C3CCS(=O)(=O)C3)c(C)c2cc1C (stereo not given) returned PAX8 reporter 11, CASP6 VEID inh 1, LGR2 inh -3, ARNT TACC3 PPI 5, SIRT5 inh -4 and DENV2 CPE rescue 0.
Screening Cc1ccccc1NC(=O)CN1CCN(C)CC1 returned PAX8 reporter 15, CASP6 VEID inh -6, EWS-Fli block -2, LGR2 inh 3, ARNT TACC3 PPI -2, SIRT5 inh 2 and DENV2 CPE rescue 2.
`O=C(CCl)Nc1c(C(=O)Nc2ccc3c(c2)OCCO3)oc2ccccc12` gave CASP6 VEID inh 4, EWS-Fli block 2, LGR2 inh -87, ARNT TACC3 PPI -3, SIRT5 inh -1 and DENV2 CPE rescue -3.
For O=C(NCCc1ccc(Cl)cc1)c1cccs1 the results were PAX8 reporter -74, CASP6 VEID inh -2, EWS-Fli block -59, LGR2 inh -21, ARNT TACC3 PPI -2, SIRT5 inh 3 and DENV2 CPE rescue 0.
CCOC(=O)/C=C/C(=O)Nc1ccc(-c2nnc3n2CCCCC3)cc1 was read as PAX8 reporter 10, CASP6 VEID inh 3, EWS-Fli block -2, LGR2 inh 12, ARNT TACC3 PPI 13, SIRT5 inh -1 and DENV2 CPE rescue -3.
`CO[C@@H]1CN(C)C(=O)c2cc(NC(=O)C3CCOCC3)ccc2OC[C@@H](C)N(Cc2nccs2)C[C@H]1C` gave PAX8 reporter -4, CASP6 VEID inh 1, EWS-Fli block 1, LGR2 inh 0, ARNT TACC3 PPI 0 and DENV2 CPE rescue 4.
Cc1c(C(=O)c2ccccc2)c2ccccn2c1CCc1ccccn1 was read as PAX8 reporter 11, CASP6 VEID inh -2, EWS-Fli block 7, LGR2 inh 22 and SIRT5 inh -1.
`COC(=O)c1sc(NC(=S)NC(=O)c2ccc(C)cc2)nc1C` gave PAX8 reporter 10, CASP6 VEID inh 0, EWS-Fli block 24, LGR2 inh -63, ARNT TACC3 PPI -10, SIRT5 inh -3 and DENV2 CPE rescue 1.
For C[C@H]1CN([C@@H](C)CO)C(=O)Cc2cc(NC(=O)C3CC3)ccc2O[C@H]1CN(C)C(=O)Nc1ccccc1 the results were PAX8 reporter 4, CASP6 VEID inh 0, EWS-Fli block 1, LGR2 inh 9, ARNT TACC3 PPI -3, SIRT5 inh 1 and DENV2 CPE rescue 9.
